Mtb RmlCD inh: blocks M. tuberculosis RmlC and RmlD coupled enzymes. inhibition, % at 3.6 µM. RmlC+RmlD coupled enzyme assay, percent inhibition; primary screen in compound mixtures. P9WH09+P9WH11. actives 0.03% (n = 160,000); in the data active = inhibition mostly above about 34%, no sharp cut-off; inconclusive = no clear call, values can overlap the other calls; inactive = mostly below about 22%; note: some results filed as inactive read as strong as hits
Target sequence (P9WH09 whole entry, looked up): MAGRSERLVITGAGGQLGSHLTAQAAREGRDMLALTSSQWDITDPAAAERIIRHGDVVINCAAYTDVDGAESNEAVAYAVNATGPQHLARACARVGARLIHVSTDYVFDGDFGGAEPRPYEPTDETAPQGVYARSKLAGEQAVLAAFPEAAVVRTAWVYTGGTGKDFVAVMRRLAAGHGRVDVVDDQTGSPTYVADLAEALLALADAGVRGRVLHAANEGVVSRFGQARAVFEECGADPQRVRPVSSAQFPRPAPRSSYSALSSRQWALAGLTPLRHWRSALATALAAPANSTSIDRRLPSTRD
Target sequence (P9WH11 whole entry, looked up): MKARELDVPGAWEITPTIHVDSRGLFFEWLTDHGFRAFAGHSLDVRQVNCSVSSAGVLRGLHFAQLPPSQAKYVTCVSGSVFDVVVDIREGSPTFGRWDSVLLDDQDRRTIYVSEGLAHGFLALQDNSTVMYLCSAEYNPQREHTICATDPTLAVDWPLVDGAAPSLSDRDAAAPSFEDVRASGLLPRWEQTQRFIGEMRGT
M. tuberculosis GlmU: inhibition of mycobacterial GlmU enzyme – biochemical, glucosamine-1-phosphate acetyltransferase (AID 1376); M. tuberculosis GlmU acetyltransferase enzyme assay; higher % means a stronger effect; inhibition, %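 (tested at 30 µM in the primary screen)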, or IC50 in µM where a hit was titrated; actives 0.25% (n = 220,000); in the data active = inhibition above about 13%; inconclusive = no clear call, values can overlap the other calls;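 note: 0% = complete reaction with vehicle and 100% = reaction without substrate; strong numbers were not always called active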
* marks the source's active call; other numbers are inactive results; ? = inconclusive; / = not tested or not shown. Some of the compounds tested; the hit share may differ from the screen's.

SMILES | Mtb RmlCD inh | M. tuberculosis GlmU
COc1ccc(Cl)cc1NC(=O)CC(C)=O | 0 | -5.0%
C/C(=N\Nc1cccc2cccnc12)c1ccccc1O | / | -0.9%
CCOC(=O)Cc1cc(=O)[nH]c(/N=C(\N)Nc2ccc(C)c(C)c2)n1 | -14 | 10%
CCn1c(SCC(=O)Nc2cccc(C)c2)nc2nc3c(cc2c1=O)COC(C)(C)C3 | -20 | -1.3%
O=C(O)CCNC(=O)/C(=C/C=C/c1ccccc1)NC(=O)c1ccccc1 | -7 | 3.3%
CCCC(=O)Nc1ccc(C#Cc2ccccc2)cc1 | 12 | 6.1%
O=C(NCc1ccco1)c1ccc2c(=O)n(-c3ccccc3)c(=S)[nH]c2c1 | 3 | -3.4%
COc1ccccc1-n1c(SCC(=O)N(C)C2CCS(=O)(=O)C2)nc2ccccc2c1=O (configuration not stated) | -1 | 0.9%
Cc1ccc(CC(=O)NCC(C)C)cc1 | / | 3.5%
CCCn1nnc(NC(=O)c2sc3ccccc3c2Cl)n1 | / | -4.3%
CCC1(C(=O)OC)NC(c2cccc(F)c2)C2C(=O)N(C)C(=O)C21 (configuration not stated) | / | -1.7%
CCOC(=O)c1c(C)oc2c1c(C=NC1CCS(=O)(=O)C1)c(O)c1ccccc12 (configuration not stated) | 6 | /
Cc1ccc(S(=O)(=O)N2CCN=C2SCc2ccccc2)cc1 | 2 | /
COc1cccc(-c2nnn(CC(=O)Nc3cc(OC)c(NC(=O)c4ccco4)cc3OC)n2)c1 | -11 | -1.8%
Cc1cccc(NC(=O)CCCCCN2C(=O)c3ccccc3C2=O)n1 | 4 | -5.8%
COC(=O)c1ccc(NC(=O)C2C3C=CC(O3)C2C(=O)O)cc1 (configuration not stated) | -2 | 0.0%
Cc1cc(NC(=O)c2ccccc2)n(-c2ccccc2)n1 | -14 | -0.6%
Nc1nc(NC(=O)c2cccs2)nn1-c1ccccc1 | 8 | -0.5%
CN(C)S(=O)(=O)N1CCN(S(=O)(=O)c2ccccc2)CC1 | / | -4.8%
Cc1nc(-c2ccccc2)nc2[nH]c(-c3ccccc3)cc(=O)c12 | -7 | -0.7%
C/C(=N\NC(=O)c1cccc(S(=O)(=O)N2CCCC2)c1)c1cccs1 | 7 | -3.4%
O=C(N1CCN(c2ccccc2F)CC1)C1(c2cccs2)CCOCC1 | 9 | -0.8%
CC(C)CCNc1nc2ccccc2nc1NS(=O)(=O)c1cccs1 | / | 4.3%
O=C(CN1C(=O)C2C3C=CC(C3)C2C1=O)Nc1ccc2nccnc2c1 (configuration not stated) | 5 | 0.0%
C/C(=C\c1ccccc1)C(=O)NC1CCSC1=O (configuration not stated) | -3 | 3.4%
CSc1ccc(C(=O)NCC(=O)O)cc1[N+](=O)[O-] | / | -0.6%
O=C(c1ccccc1F)N1CCN(c2ccc([N+](=O)[O-])c(NCc3cccnc3)c2)CC1 | 5 | 4.2%
O=C(NCCN1CCCC1)C1CC(=O)N(C2CCCCC2)C1 (configuration not stated) | 13 | -1.5%
C=C1c2ccccc2S(=O)(=O)N(Cc2ccccc2)C1COCc1ccccc1 (configuration not stated) | 4 | 8.9%
CCCc1nnc(SCC(=O)N2CCCC(C)C2)n1CCCOC (configuration not stated) | -6 | 1.5%

Compound profiles (already shown). Order of values: Mtb RmlCD inh | M. tuberculosis GlmU
COC(=O)c1ccc(NC(=O)C2C3C=CC(O3)C2C(=O)O)cc1 (configuration not stated) as listed: -2 | 0.0%
C/C(=C\c1ccccc1)C(=O)NC1CCSC1=O (configuration not stated) as listed: -3 | 3.4%
Nc1nc(NC(=O)c2cccs2)nn1-c1ccccc1 as listed: 8 | -0.5%
O=C(CN1C(=O)C2C3C=CC(C3)C2C1=O)Nc1ccc2nccnc2c1 (configuration not stated) as listed: 5 | 0.0%
CC(C)CCNc1nc2ccccc2nc1NS(=O)(=O)c1cccs1 as listed: / | 4.3%

More results:
SMILES | Mtb RmlCD inh | M. tuberculosis GlmU
CC(C)N(Cc1cc2ccccc2[nH]c1=O)C(=O)c1cccc([N+](=O)[O-])c1 | 1 | 12%
COc1ccc(CC(=O)Nc2cc(C)ccn2)cc1 | / | 3.8%
CCC(=O)N1N=C(c2ccc(NS(C)(=O)=O)cc2)CC1c1ccc(C)cc1 (configuration not stated) | 6 | 5.6%
CCS(=O)(=O)N1CCC(C(=O)NCCc2ccccc2)CC1 | / | -1.3%
Cc1ccccc1/C=N/NC(=O)Cc1ccc(Cl)cc1 | -9 | 0.8%
O=C(NCC1CCCO1)C(c1ccc(F)cc1)N(CC1CCCO1)C(=O)c1ccc(-c2ccccc2)[nH]1 (configuration not stated) | / | 0.3%
CCOc1ccc(C(=O)c2ccc([N+](=O)[O-])cc2Cl)cc1 | 9 | -3.3%
Cc1ccc(C2=NN(S(C)(=O)=O)C(c3ccc4c(c3)OCO4)C2)cc1 (configuration not stated) | -6 | 6.5%
FC(F)(F)c1cnc(Oc2ccc(-c3nnco3)cc2)c(Cl)c1 | -4 | 3.8%
COc1ccc(NC(=O)c2ccccc2SC)cc1 | -34 | 6.7%
CCN=C(NCC)SC1CC(=O)N(c2ccc(F)cc2)C1=O (configuration not stated) | -8 | 0.8%
CC(C)c1ccc(NC(=S)NN(c2ccccc2)c2ccccc2)cc1 | 5 | 1.7%
CC1(C)CC(=O)C(C(N)=NC(=O)c2ccccc2)=C(O)C1 | 1 | -0.5%
COc1cccc(OC)c1C(=O)Nc1ccccc1C(=O)N1CCOCC1 | -9 | 2.5%
CCOc1ccc(Br)cc1S(=O)(=O)NC(=O)c1ccccc1 | 65 | 5.5%
CC(C)c1nc2ccccc2c2nnc(SCC(=O)NCc3ccco3)n12 | 4 | 1.6%
Clc1ccc(Cn2ncc3c(N4CCCCC4)ncnc32)c(Cl)c1 | 7 | -0.1%
CCOc1ccc(-c2nnc3sc(COc4ccc(C)cc4)nn23)cc1 | -10 | -5.5%
CCNC(=S)N(CCN(C)C)Cc1cc2cc(OCC)ccc2[nH]c1=O | 3 | 0.2%
CCNc1nc(NCC)nc(N/N=C/c2ccc(O)c(O)c2)n1 | 8 | 2.7%
Cc1cc([N+](=O)[O-])nn1CCCC(=O)Nc1cccnc1Cl | -52 | -3.0%
CC#CC(=O)N1CCC(CCc2ccccc2)(C(=O)OCC)CC1 | / | -0.8%
Cc1c(C(=O)Nc2nccs2)sc2nc(-c3cccs3)cc(C(F)(F)F)c12 | / | 2.3%
O=C(CN1CCOCC1)NNC(=S)Nc1ccc(Cl)cc1 | 16 | -4.9%
NNC(=O)CCN1CCN(Cc2ccccc2)CC1 | -11 | 1.3%
Cc1cc(=O)oc(C)c1C(=O)NC1CC(C)(C)NC(C)(C)C1 | / | -2.9%
CCNC(=O)Nc1ccccc1C(=O)OC | -11 | 2.6%
CCc1cc(-c2n[nH]c(=S)n2N)n(C)n1 | 0 | 2.8%
COCCn1c(-c2ccc(Cl)cc2)cnc1SCC(=O)NCCc1ccc(OC)c(OC)c1 | -6 | 3.5%
O=C(CC(c1ccc(F)cc1)c1ccco1)Nc1nccs1 (configuration not stated) | 4 | 2.7%
CC(C)(NC(=O)c1cc(Cl)c2ccccc2c1O)C(=O)O | / | 3.9%
CC(=O)C1=C(O)CCCC1=NCc1nc2ccccc2[nH]1 | 1 | -0.8%
CCOc1ccc(OCC(=O)OCn2c(SC)nnc(C)c2=O)cc1 | 5 | -4.3%
CC(C)C(=O)N1CCN(c2nc(-c3ccccc3)c3c(c2C#N)CCCC3)CC1 | 14 | /
Cc1ccc(C(=O)NC(=S)NNC(=O)c2ccccc2[N+](=O)[O-])cc1 | / | 7.4%
O=C1C2C3C=CC(CC3)C2C(=O)N1/N=C/c1c[nH]c2ccccc12 (configuration not stated) | -5 | 0.8%
CN1/C(=C\C=Nc2ccc3ccccc3c2)C(C)(C)c2ccccc21 | -6 | -5.4%
O=C(/C=C\c1ccco1)Nc1ccc(N2CCN(C(=O)c3ccccc3)CC2)cc1 | 3 | 5.8%
O=C(COc1cccc2ccccc12)N/N=C/c1ccc(Sc2nc3ccccc3s2)o1 | / | 2.5%
C=C(C(=O)O)C1CCC2(C)CCCC(C)(O)C2C1 (configuration not stated) | / | -5.5%
O=c1[nH]c(=S)n(-c2ccccc2)c(O)c1C=NCc1ccccn1 | 8 | 1.7%
Clc1ncnc2scc(-c3ccccc3)c12 | / | -5.8%
S=P(Nn1cnnc1)(c1ccccc1)c1ccccc1 | -18 | -0.6%
CCOc1ccc(-c2nc(-c3cccs3)c(CC(=O)O)s2)cc1OC | -2 | -0.1%
CCOC(=O)c1nnn(-c2nonc2N)c1-c1ccc(C)cc1 | ? | -1.8%

Brought forward from above: three entries; new compounds follow.
SMILES | Mtb RmlCD inh | M. tuberculosis GlmU
S=P(Nn1cnnc1)(c1ccccc1)c1ccccc1 | -18 | -0.6%
CCOc1ccc(-c2nc(-c3cccs3)c(CC(=O)O)s2)cc1OC | -2 | -0.1%
CCOC(=O)c1nnn(-c2nonc2N)c1-c1ccc(C)cc1 | ? | -1.8%
CC(=O)c1cn(CC(=O)Nc2ccc(C)c(C)c2)c2ccccc12 | 2 | 2.3%
CCN(Cc1cc2cc(OC)ccc2[nH]c1=O)C(=O)Cc1ccc(OC)cc1 | 2 | -1.4%
CCOC(=O)NC(=O)/C(C#N)=N\Nc1cccc(OC)c1 | 10 | 2.3%
CCC(C(=O)Nc1ccc(C)cc1)c1ccccc1 (configuration not stated) | 3 | 1.0%
CN(C)c1ccc(C(=O)N2CCCC2)cc1 | 9 | -4.9%
CCCOC(=O)c1ccc(NS(=O)(=O)c2cccs2)cc1 | -1 | -3.0%
CCOc1ccc2nc(Cl)c(C3CC(c4ccco4)=NN3S(C)(=O)=O)cc2c1 (configuration not stated) | 2 | -4.4%
O=C(CC1SC(N2CCCCC2)=NC1=O)Nc1cccc(C(=O)O)c1 (configuration not stated) | / | 4.6%
CCC(=O)N1c2ccc(S(=O)(=O)CCC(=O)N3CCC4(CC3)OCCO4)cc2CC1C (configuration not stated) | -4 | /
COc1cc(-c2noc(CCC(=O)Nc3cccnc3)n2)cc(OC)c1OC | -7 | 0.5%
O=C(C1CCCO1)N1CCN(C(=S)Nc2ccc(F)cc2)CC1 (configuration not stated) | -2 | 0.4%
CS/C(=N\S(=O)(=O)c1ccc(Cl)cc1)c1ccccc1 | / | 6.2%
O=C(CCc1ccccc1)NC1CCSC1=O (configuration not stated) | 16 | 3.4%
COc1ccc(CSc2nnc(C)n2N)cc1[N+](=O)[O-] | -15 | 0.9%
c1coc(CN(Cc2ccco2)c2ncnc3c2oc2ccccc23)c1 | / | -0.2%

Structures listed so far with a CF3 group (2):
SMILES | Mtb RmlCD inh | M. tuberculosis GlmU
FC(F)(F)c1cnc(Oc2ccc(-c3nnco3)cc2)c(Cl)c1 | -4 | 3.8%
Cc1c(C(=O)Nc2nccs2)sc2nc(-c3cccs3)cc(C(F)(F)F)c12 | / | 2.3%

Returning to the listing with the two entries that preceded the break.
SMILES | Mtb RmlCD inh | M. tuberculosis GlmU
COc1ccc(CSc2nnc(C)n2N)cc1[N+](=O)[O-] | -15 | 0.9%
c1coc(CN(Cc2ccco2)c2ncnc3c2oc2ccccc23)c1 | / | -0.2%
Cn1cc(CN2CCCC(C(=O)c3cc(F)ccc3F)C2)c2ccccc21 (configuration not stated) | -3 | 0.6%
CCOc1ccccc1N(CC(=O)Nc1ccccc1C(=O)NCc1ccco1)S(C)(=O)=O | -1 | -2.7%
CN(C(=O)COC(=O)c1ccc([N+](=O)[O-])cc1Cl)C1CCCCC1 | 8 | 2.7%
CCOCCCN(C(=O)Cn1nnc(-c2ccc(OC)c(OC)c2)n1)C(CC)C(=O)NC1CCCC1 (configuration not stated) | -7 | 2.6%
CCOc1ccc(CCNC(=O)C(O)c2ccccc2)cc1 (configuration not stated) | / | -1.0%
Cn1c(=O)oc2cc(S(=O)(=O)NCCCN3CCCC3=O)ccc21 | 12 | 1.9%
O=C(Nc1nn[nH]n1)C12CC3CC(CC(C3)C1)C2 | / | 2.9%
Cc1c(CCOC(=O)c2cc([N+](=O)[O-])ccc2Cl)sc[n+]1CCCCS(=O)(=O)[O-] | 1 | -6.8%
CCc1ccccc1SCc1noc(C(=O)NCC2CCCO2)c1C(=O)O (configuration not stated) | / | 0.4%
CNS(=O)(=O)c1cccc(C(=O)OCc2csc(-c3ccccc3)n2)c1 | 3 | -5.6%
CCOC(=O)Cn1nc(-c2ccc(Cl)cc2)cc1N | / | 8.4%
CN(C)c1ccc(-c2ccncc2)cc1 | / | -1.1%
CCOC(=O)c1ccc(NC(=O)c2cc(=O)[nH]c3ccccc23)cc1 | 18 | 6.0%
COCCSc1ccccc1C(=O)N1CCc2ccccc2C1 | -33 | -3.2%
Cc1cc2cc(C=C(C#N)C#N)c(Cl)nc2cc1C | / | 3.1%
CC(C)c1nc(N2CCN(C(=O)c3ccco3)CC2)c2c3c(sc2n1)CCCC3 | -7 | -0.6%
CCOc1ccc(CCNC(=O)CSc2nn(-c3ccc(C)c(Cl)c3)c(=S)s2)cc1OCC | 12 | 1.0%
CCCCNC(NCCCC)=C(S(=O)(=O)CC)S(=O)(=O)CC | / | 0.0%
N#CN=C1SCCS1 | -12 | 1.7%
Clc1cc2cccnc2c2ccccc12 | 7 | -6.1%
CCCCOc1ccc(N2C(=O)CC(NCc3ccncc3)C2=O)cc1 (configuration not stated) | 5 | -3.8%
COCC(C)NC(=O)c1cc(-c2cccc(OC)c2)on1 (configuration not stated) | 3 | /
O=C(CSc1nc(C2CCCCC2)nc2ccccc12)NCc1ccco1 | -11 | -1.6%
CCC1(CC)C(=O)C2=C3C1[C@H](C(=O)OC)C=C(C(=O)OC)C[C@H]3n1c(=O)n(C)c(=O)n1[C@H]2C (some centres not stated) | / | -4.5%
Cn1c(=O)n(C)c2cc(NS(=O)(=O)c3ccc(C(C)(C)C)cc3)ccc21 | 10 | -1.9%
